MRP resist rev = reversal of MRP1-mediated doxorubicin resistance, primary screen, H69AR cells, doxorubicin co-treatment; H69AR cells + 2 uM doxorubicin, CellTiter-Glo, 72 h; 0.04% of 85,000 active; differential viability (reversal), % at 10 µM;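 active means viability drop by adding the cancer drug above about 55%, with treated viability meeting a 40% cutoff, limit read from the data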;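 further: viability without doxorubicin minus viability with 2 µM doxorubicin for each compound; larger differential means the compound sensitizes cells more to doxorubicin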
IL1B NFkB inh = inhibitors of IL-1B driven NFkB p65 nuclear import, primary screen, imaging, HUVEC, IL-1B stimulus, high-content imaging; 0.43% of 94,000 active; HUVEC IL-1B NFkB p65 nuclear translocation imaging; inhibition, % at 2 µM;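 active means inhibition above about 30% together with a positive call from visual inspection of the well image, limit read from the data; inconclusive means inhibition above a set limit but visual check negative; inactive means inhibition not above a set limit, visual check negative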;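 further: nuclear over cytoplasmic p65 intensity ratio measured by imaging; 0% = IL-1B stimulated DMSO wells and 100% = unstimulated DMSO wells; values of inactives mirror those of a sister screen read the other way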
Bcl-B TR3 displacers = displacers of TR3 peptide from Bcl-B, primary screen, selectivity assay for Bfl-1 inhibitor project, biochemical, fluorescence polarization | Bcl-2-like protein 10 (Homo sapiens) | FP displacement of FITC-TR3 peptide from Bcl-B; higher % means a stronger effect | displacement, % at 20 µM, or IC50 in µM where a hit was titrated | 0.11% of 96,000 active | AID 748, 2007;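 active means displacement above 50% at 20 µM plus a fluorescence interference ratio under 1.5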;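 further: plate controls were wells without compound for no effect and wells lacking Bcl-B protein for full effect; a part of the inactive calls stands beside numbers as strong as those of hits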
IL1B NFkB pot = enhancers of NFkB p65 translocation in HUVEC – imaging, IL-1B stimulus, high-content imaging, primary screen | HUVEC IL-1B NFkB p65 nuclear translocation imaging | activation, % at 2 µM | 0.3% of 94,000 active | AID 819, 2007;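 active means activation above 40%, about the mean plus 3 SD, also judged a hit on visual image review; inconclusive means activation above 40% but not a hit on visual review; inactive means activation not above 40% and no visual hit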;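 further: percent activation is computed from the nuclear over cytoplasmic p65 intensity ratio; values of inactives mirror those of a sister screen read the other way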
PLAP inhibitors HTS = PLAP enzyme inhibitors, biochemical, luminescence, HTS (AID 690); purified PLAP, luminescent substrate; higher % means a stronger effect; Alkaline phosphatase, placental type (Homo sapiens); 0.08% of 96,000 active; inhibition, % at 20 µM, or IC50 in µM where a hit was titrated; in the data active means a potency from the dose series; inactive means the rest, 99 in 100 with inhibition below about 30%; further: strong numbers were not always called active
MRP resist rev cytotoxicity = recorded beside MRP resist rev, whose call it bears; viability, %; H69AR cells, CellTiter-Glo, 72 h; measured here: cytotoxicity without doxorubicin
MRP resist rev with doxorubicin = further read-out of MRP resist rev, marked with its call; viability, %; measured here: viability with 2 uM doxorubicin; hits give low values
IL1B NFkB inh cell count 2 µM = second read-out of IL1B NFkB inh, no call of its own (marks repeat the call); cell count; measured here: cells passing quality filter;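 raw number of nuclei counted in each imaged well without normalization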
IL1B NFkB pot cell count 2 µM = second read-out of IL1B NFkB pot, no call of its own (marks repeat the call); cell count; measured here: cells passing quality filter
The depositor's hits bear a star; ? = inconclusive; / = not tested or not shown.

compound	IL1B NFkB inh cell count 2 µM	MRP resist rev	Bcl-B TR3 displacers	MRP resist rev with doxorubicin	PLAP inhibitors HTS	IL1B NFkB inh	IL1B NFkB pot	IL1B NFkB pot cell count 2 µM	MRP resist rev cytotoxicity
COc1ccc(OCCOCCN2CCOCC2)cc1	/	-4	2%	92	13%	/	/	/	88
c1cncc(-c2nnc3n2C2(CCCCC2)Cc2ccccc2-3)c1	165	/	4%	/	2%	-5	5	165	/
CCOC(=O)C1=C(C)N=c2s/c(=C\c3ccncc3)c(=O)n2C1c1ccc2c(c1)OCO2 (configuration not stated)	/	0	-10%	3	-38%	/	/	/	3
Cc1cc(C)c2c(n1)nn1c(N3CCN(c4ccccn4)CC3)cc(C)nc21	/	-13	-4%	88	-10%	/	/	/	75
COc1cccc(N(C(=O)Cn2nnc(-c3ccc(C)cc3)n2)C(C(=O)NC(C)(C)C)c2c[nH]c3ccccc23)c1 (configuration not stated)	138	/	3%	/	-45%	16	-16	138	/
c1ccc(-c2n[nH]c3c2CCC3)cc1	183	2	-3%	102	1%	6	-6	183	104
O=C(CN1CCOCC1)Nc1ccc(C2CCCCC2)cc1	109	-12	1%	96	-43%	-34	34	109	84
CCOC(=O)C1CCN(C(=O)c2ccc3snnc3c2)CC1	175	6	/	88	/	1	-1	175	94
Cc1ccc(C(=O)Nc2ncnc3sc4c(c23)CCCCC4)cc1	105	-8	-3%	39	-23%	-4	4	105	31
CC(C)Oc1ccc(C(CC(=O)NCc2ccco2)c2ccccc2)cc1 (configuration not stated)	104	-8	-9%	77	21%	-18	18	104	69
Cc1cccc(C(=O)Nc2ccc(CC(=O)O)cc2)c1	130	11	-8%	81	12%	-1	1	130	92
O=C(NC(C(=O)N/N=C/c1c2ccccc2cc2ccccc12)c1n[nH]c(=O)c2ccccc12)c1ccccc1 (configuration not stated)	152	9	-31%	82	-15%	-3	3	152	91
O=c1oc2ccccc2c(Nc2ccc(O)cc2)c1[N+](=O)[O-]	172	-4	1%	84	15%	9	-9	172	81
CCOc1cc(/C=N/NC(N)=O)ccc1OC(=O)c1ccc(C)cc1	146	/	2%	/	13%	-12	12	146	/
CCOC(=O)c1[nH]c(=O)[nH]c1CSc1nc(C)cc(C)n1	90	-6	-23%	98	-122%	3	-3	90	92
Cc1ccc(S(=O)(=O)N/N=C\c2ccc(Cl)c([N+](=O)[O-])c2)cc1	103	/	3%	/	-27%	1	-1	103	/
COc1ccc(OC)c(NS(=O)(=O)c2ccc(SC)cc2)c1	128	-25	/	39	/	-17	17	128	14
CC(C)(C)n1nnnc1CN1C2CCC1CC(NC(=O)Nc1ccccc1)C2 (configuration not stated)	156	3	9%	88	-226%	-16	16	156	92
COc1ccc(-c2nc(CSCC(=O)N3CCN(c4cccc(C)c4)C(C)C3)c(C)o2)cc1OC (configuration not stated)	/	/	3%	/	-58%	/	/	/	/
COc1cc2c(cc1OC)C(C(=O)O)C(c1cc(Br)c(O)c(OC)c1)N(C)C2=O (configuration not stated)	97	3	1%	87	0%	1	-1	97	89

compound	IL1B NFkB inh cell count 2 µM	MRP resist rev	Bcl-B TR3 displacers	MRP resist rev with doxorubicin	PLAP inhibitors HTS	IL1B NFkB inh	IL1B NFkB pot	IL1B NFkB pot cell count 2 µM	MRP resist rev cytotoxicity
CCCCCCCCCCCC(=O)N/N=C/c1ccco1	158	/	5%	/	27%	22	-22	158	/
CCc1c(C)c2ccc(OCC(N)=O)cc2oc1=O	163	-2	-2%	94	1%	18	-18	163	92
CCc1ccc(C2C3=C(CC(C)(C)CC3=O)Nc3c2c(=O)[nH]c2nc(C)nn32)cc1 (configuration not stated)	181	9	5%	87	-77%	-15	15	181	95
COC(=O)c1c(C)[nH]c(C)c1-c1ccccc1Cl	136	5	4%	75	1%	-3	3	136	80
CCCCc1ccc(Nc2nc(CCC)cc(=O)[nH]2)cc1	110	-7	-5%	64	-22%	1	-1	110	58
Cc1c(C(=O)Nc2ccccc2N2CCOCC2)sc2nc3n(c(=O)c12)CCC3	/	-13	4%	106	-9%	/	/	/	93
COc1ccc(Oc2coc3cc(OC(=O)c4cccs4)ccc3c2=O)cc1	185	/	-6%	/	2%	-11	11	185	/
Cc1ccc(S(=O)(=O)N(CCO)Cc2cc3ccc(C)c(C)c3[nH]c2=O)cc1	139	-14	2%	81	-53%	1	-1	139	66
O=C(CN1CCN(Cc2ccc3c(c2)OCO3)CC1)Nc1ccc2c(c1)OCCO2	185	-2	-13%	98	-58%	-12	12	185	95
CCS(=O)(=O)N1Cc2ccccc2CC1C(=O)NCC12CC3CC(CC(C3)C1)C2 (configuration not stated)	151	/	-6%	/	-69%	0	0	151	/
CCN(CC)CCN1C(=O)C(=O)/C(=C(/O)c2c(C)[nH]c(C(=O)OC)c2C)C1c1cccc(OC)c1 (configuration not stated)	/	7	-13%	99	-13%	/	/	/	106
C/C(Cn1nc([N+](=O)[O-])cc1C)=N\NC(=O)c1ccc(C(C)(C)C)cc1	161	/	-4%	/	-43%	3	-3	161	/
O=C1CC(NCCC2=CCCCC2)C(=O)N1c1cccc(Cl)c1Cl (configuration not stated)	141	/	0%	/	-45%	3	-3	141	/
O=C1OC2(CCCCC2)OC(=O)C1=CNc1nccs1	/	4	-9%	92	12%	/	/	/	95
CN(C)NC(=S)Nc1ccc(Cl)cc1	171	/	0%	/	-3%	-29	29	171	/
Cc1cccc2cc(CN(Cc3nnnn3C3CCCCC3)C3CCCC3)c3nnnn3c12	147	45	/	26	/	-23	23	147	71
CCOC(=O)C1=C(O)c2ccccc2C(=O)/C1=C\c1ccc(CC)cc1	132	/	23%	/	16%	-30	30	132	/
CC(=O)NC(C)c1nc2ccccc2n1C(C)C (configuration not stated)	59	7	0%	97	2%	-6	6	59	104
CCOc1ccc(NC(=O)c2ccc3nccnc3c2)cc1	183	-9	7%	107	4%	5	-5	183	98
CCC(=O)c1ccc(OCC(O)Cn2cnc3ccccc32)cc1 (configuration not stated)	149	9	-3%	66	-7%	-7	7	149	75

compound	IL1B NFkB inh cell count 2 µM	MRP resist rev	Bcl-B TR3 displacers	MRP resist rev with doxorubicin	PLAP inhibitors HTS	IL1B NFkB inh	IL1B NFkB pot	IL1B NFkB pot cell count 2 µM	MRP resist rev cytotoxicity
COC(=O)c1ccccc1NC(NC(=O)c1ccco1)C(=O)c1ccc(C)cc1 (configuration not stated)	147	-11	-4%	73	-2%	-3	3	147	62
CC(=O)c1cccc(N(C(=O)c2ccco2)C(C(=O)NC2CCCC2)c2ccncc2)c1 (configuration not stated)	218	0	4%	93	-3%	0	0	218	93
CN(CCNC(=O)c1cc2c(=O)n(C)c3ccccc3c2n1C)Cc1ccccc1	57	-10	17%	47	-80%	-6	5	57	37
COc1ccc(Cn2nnnc2CN2CCC(c3nc4ccccc4s3)CC2)cc1	/	-1	2%	72	-36%	/	/	/	71
CCn1ncc(Br)c1C(=O)Nc1sc2c(c1C(N)=O)CCC2	157	-11	-12%	65	-18%	6	-6	157	54
COCCN(CCOC)S(=O)(=O)c1ccc(C(=O)Nc2nc(C)c(C(C)=O)s2)cc1	156	/	4%	/	-1%	-5	5	156	/
COc1ccc(/C=C/C(=O)Oc2cccc(/C=N/NC(=O)COc3c(C)cccc3C)c2)cc1	98	/	-2%	/	2%	6	-6	98	/
O=C(CN1CCN(S(=O)(=O)c2ccc(Br)cc2)CC1)Nc1ccc(F)cc1F	87	-11	-5%	89	-31%	-9	9	87	78
O=C(COC(=O)c1cccnc1SCC(=O)NCc1ccccc1)NCc1ccccc1	153	-9	-14%	103	23%	-1	1	153	93
Cc1cccc(NC(=O)Cn2c(=O)n(Cc3ccco3)c(=N)c3c4c(sc32)COC(C)(C)C4)c1	114	-2	-80%	99	-46%	-11	11	114	97
Cc1nn(CC(=O)Nc2ccc3c(c2)nc(CN2CCCCC2)n3C)c(=O)c2ccccc12	144	-3	2%	107	8%	-32	32	144	104
CC(=O)c1cccc(OCCN2C(=O)NC(C)(C)C2=O)c1	/	4	-10%	83	-18%	?	-32	136	87
COc1ccccc1C1N(c2ccc(Cl)cc2)C(=O)C2CCCN21 (configuration not stated)	117	26	-48%	86	-43%	-28	28	117	112
C=C(C)CSc1nc2nc(C)cc(C)n2n1	118	16	-6%	82	-4%	-33	33	118	98
Cc1nc(SCC(N)=O)[nH]c(=O)c1CCC(C)C	170	1	-4%	79	-5%	-13	13	170	80
O=C(Nc1nc2c(s1)CCCC2)c1cccs1	93	/	6%	/	-12%	-26	26	93	/
CC(=O)c1nnn(-c2nc(N)nc(N(c3ccccc3)c3ccccc3)n2)c1C	122	30	10%	18	-2%	4	-4	122	48
O=C(NCC1CCCO1)c1ccc2c(=O)n(CCc3ccccc3)c(=O)[nH]c2c1 (configuration not stated)	120	2	-12%	100	13%	11	-11	120	101
O=S1(=O)CCC(NS(=O)(=O)c2cccc3cccnc23)C1 (configuration not stated)	134	/	-4%	/	1%	0	0	134	/
O=C(Oc1ccc2c3c(c(=O)oc2c1)CCC3)c1ccco1	47	5	13%	108	2%	8	-8	47	113

compound	IL1B NFkB inh cell count 2 µM	MRP resist rev	Bcl-B TR3 displacers	MRP resist rev with doxorubicin	PLAP inhibitors HTS	IL1B NFkB inh	IL1B NFkB pot	IL1B NFkB pot cell count 2 µM	MRP resist rev cytotoxicity
Cc1ccc(/C(N)=N/OC(=O)c2ccco2)cc1	79	8	/	68	/	5	-5	79	76
Cc1cc(C(F)F)n2ncc(C(=O)O)c2n1	175	-2	-1%	106	6%	6	-6	175	104
Cc1snc(S(=O)(=O)/C(C#N)=N/Nc2cccc(C(F)(F)F)c2)c1C#N	54	-6	-3%	91	-46%	-9	9	54	85
CC1C(=O)Nc2ccccc2N1C(=O)C1CC1 (configuration not stated)	/	17	-4%	87	19%	/	/	/	104
COc1cccc(-n2c(C)c(C(C)=O)c(C(C)=O)c2C)c1	141	-10	-3%	80	9%	-1	1	141	70
CCOC(=O)CNc1nc(-c2ccncc2)nc2ccccc12	130	-24	16%	86	34%	10	-10	130	62
O=C(/C=C/N1CCOCC1)c1cc2ccccc2o1	129	/	-2%	/	-2%	-4	4	129	/
CCOC(=O)c1c(C)[nH]c(C(=O)OCc2c(C)noc2C)c1C	122	-12	0%	64	-7%	4	-4	122	52
CCc1c(C)nc(SCC(=O)CC(=O)OC(C)C)c(C#N)c1C	/	15	9%	84	-17%	/	/	/	99
CCOC(=O)C(C)Sc1nc2ccccc2c(=O)n1CC (configuration not stated)	123	-4	-1%	94	-35%	-37	37	123	91
Cc1ccc(S(=O)(=O)N2CCC(C(=O)O)CC2)cc1C(=O)O	/	13	-3%	80	7%	/	/	/	93
COC(=O)c1ccccc1NC(=O)c1cc2n(n1)C(C(F)F)CC(C(F)F)N2 (configuration not stated)	146	0	-8%	62	18%	-21	21	146	61
Cc1[nH]c2ccccc2c1C(=O)CN1CCN(C2CCCCC2)CC1	167	3	-11%	76	-26%	-16	16	167	80
CC(C)NC(=O)c1cc2ccccc2o1	226	14	/	76	/	-6	6	226	90
Cc1onc(-c2ccccc2)c1C(=O)N1CCc2ccccc21	110	/	10%	/	-1%	12	-12	110	/
O=C(c1ccccc1)c1ccccc1C(=O)N1CCOCC1	140	14	1%	87	18%	8	-8	140	101
O=C(CCCOc1ccc(Cl)cc1Cl)N1CCCc2ccccc21	156	/	21%	/	-35%	14	-14	156	/
COc1ccc(NC(=O)CNS(=O)(=O)c2ccc(Cl)cc2)cc1	113	1	/	85	/	-17	17	113	85
COc1ccc(NC(=O)c2ccc(C(=O)c3ccccc3)o2)cc1	134	-7	-9%	100	-15%	2	-2	134	93

High-throughput results from PubChem.

These rows are one share of the data. The share of hits here may be higher or lower than overall.
